Pol eta inh: blocks human DNA polymerase eta activity; Q9Y253; recombinant Pol eta, fluorescent DNA replication assay; Potency, µM (titrated, usually from 114 µM), without a hit: at the highest dose activity change, negative = inhibition, actives largely listed as inhibitors; hit rate 1.2% among 390,000; AID 588591; also: potency is read from the fitted curve at half-maximal effect; % is scaled to controls: 0 for no effect and ±100 for the full control effect
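Pol eta (10 nM) was preincubated with compounds for 15 min at room temperature, after which fluorescent replication substrate (50 nM final) was added to start the reaction. Fluorescence was read kinetically at 0 and 10 min.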
Pol kappa inh: blocks human DNA polymerase kappa activity. Q9UBT6. Potency, µM (series often up to 107 µM), inactives show at the top dose activity, negative = inhibition, actives largely listed as inhibitors. purified Pol kappa, fluorescent DNA synthesis assay, 10 min. hit rate 0.53% among 400,000; also: potency is read from the fitted curve at half-maximal effect; % is scaled to controls: 0 for no effect and ±100 for the full control effect
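10 nM Pol kappa preincubated 15 min at room temperature with compounds, then reaction started with substrate at 50 nM final. Fluorescence read kinetically at 0 and 10 min; buffer-only wells served as negative control.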
BLM helicase inh: Bloom syndrome helicase (human) inhibition | P54132 | hit rate 0.2% among 350,000 | recombinant BLM DNA unwinding, fluorescence dequenching | Potency, µM (titrated, usually from 56.1 µM), inactives show at the highest dose activity change, negative = inhibition, hits mostly inhibitors;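 also: potency is read from the fitted curve at half-maximal effect; plate controls were vehicle for no effect and no enzyme for full effect; nearly all actives have a fitted effect of over 35% in size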
Apoferritin bind: candidate novel general anesthetic via apoferritin binding; hit rate 0.074% among 350,000; apoferritin/1-aminoanthracene competitive binding, fluorescence; AID 485281; Potency, µM (series often up to 77.5 µM), inactives show at the top dose activity change, negative = displacement, most hits filed as inhibitors; also: potency is read from the fitted curve at half-maximal effect; % is scaled to controls: 0 for no effect and ±100 for the full control effect; nearly all actives have a fitted effect of over 20% in size
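In PBS, apoferritin at 10 uM is loaded with 1-AMA from a 50% saturated solution. After 10 min of compound exposure at ambient temperature, reduced 535 nm fluorescence indicates probe displacement.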
APE1 inh: blocks human APE1 abasic DNA cleavage; AID 2517; recombinant APE1, TAMRA/BHQ-2 abasic DNA cleavage fluorescence; P27695; hit rate 0.35% among 350,000; Potency, µM (highest dose often 65.8 µM), without a hit: at the highest dose activity change, negative = inhibition, hits mostly inhibitors;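 also: potency is read from the fitted curve at half-maximal effect; plate controls were vehicle for no effect and reference inhibitor for full effect; nearly all actives have a fitted effect of over 55% in size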
Target sequence (P27695 whole entry, looked up): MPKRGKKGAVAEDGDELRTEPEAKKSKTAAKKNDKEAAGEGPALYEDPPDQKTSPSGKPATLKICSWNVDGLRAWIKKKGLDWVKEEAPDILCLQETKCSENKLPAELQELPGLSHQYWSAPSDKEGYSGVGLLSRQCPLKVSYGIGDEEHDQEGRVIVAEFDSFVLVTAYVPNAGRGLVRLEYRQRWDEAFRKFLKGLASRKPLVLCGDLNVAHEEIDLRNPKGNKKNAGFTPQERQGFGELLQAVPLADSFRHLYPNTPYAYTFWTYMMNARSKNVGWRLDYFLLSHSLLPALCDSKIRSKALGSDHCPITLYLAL
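Enzyme (0.75 nM final) and test compound are incubated 15 min at room temperature before adding 50 nM quenched THF abasic-site duplex. Cleavage dequenches TAMRA, followed at 525/598 nm over three reads one minute apart.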
Pol iota inh: inhibitors of human DNA polymerase iota; Q9UNA4; Pol iota fluorescent replication assay, 10 min; Potency, µM (titrated, usually from 115 µM), for the others: top-dose activity, negative = inhibition, actives largely listed as inhibitors; hit rate 1% among 390,000; AID 588590; also: potency is read from the fitted curve at half-maximal effect
Target sequence (Q9UNA4 whole entry, looked up): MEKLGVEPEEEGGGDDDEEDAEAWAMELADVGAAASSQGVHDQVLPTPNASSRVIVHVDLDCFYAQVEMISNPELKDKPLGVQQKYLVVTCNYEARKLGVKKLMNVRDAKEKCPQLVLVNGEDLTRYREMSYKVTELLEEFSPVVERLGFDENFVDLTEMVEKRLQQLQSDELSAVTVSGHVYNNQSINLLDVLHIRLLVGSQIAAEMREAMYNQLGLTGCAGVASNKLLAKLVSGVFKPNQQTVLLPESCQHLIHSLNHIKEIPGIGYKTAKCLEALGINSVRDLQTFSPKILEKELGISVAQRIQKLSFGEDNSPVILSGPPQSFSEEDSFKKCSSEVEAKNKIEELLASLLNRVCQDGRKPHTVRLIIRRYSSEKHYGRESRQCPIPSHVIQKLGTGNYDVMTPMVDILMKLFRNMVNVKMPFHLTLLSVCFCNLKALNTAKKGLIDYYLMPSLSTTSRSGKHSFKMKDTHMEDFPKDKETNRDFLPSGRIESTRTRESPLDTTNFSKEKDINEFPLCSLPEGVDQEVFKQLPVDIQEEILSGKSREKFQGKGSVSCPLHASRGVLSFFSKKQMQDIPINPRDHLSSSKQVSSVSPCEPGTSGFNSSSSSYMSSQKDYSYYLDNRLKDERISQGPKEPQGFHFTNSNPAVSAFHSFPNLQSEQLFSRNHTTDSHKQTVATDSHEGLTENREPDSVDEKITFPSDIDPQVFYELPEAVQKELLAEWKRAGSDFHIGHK
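Pol iota at 10 nM preincubated 15 min with compounds at room temperature; reaction started with fluorescent substrate, 50 nM final. Fluorescence read kinetically at 0 and 10 min; buffer-only wells as negative control.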
PGK inhibitor: blocks T. brucei phosphoglycerate kinase; PGK/GAPDH coupled, Kinase-Glo luminescence, 60 min; Potency, µM (top dose mostly 57.5 µM), for inactives: top-dose activity change, negative = inhibition, usual class: inhibitors; hit rate 0.043% among 380,000; AID 602233; also: potency is read from the fitted curve at half-maximal effect; % is scaled to controls: 0 for no effect and ±100 for the full control effect; nearly all actives have a fitted effect of over 60% in size
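Recombinant glycosomal PGK reaction used 1,3-bisphosphoglycerate generated in-well by GAPDH (100nM final) in 100mM TEA pH 7.6, 5mM MgCl2, 0.01% Tween-20. After 60 minutes at room temperature, ATP was read by Kinase-Glo Plus luminescence end-point.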
POLB inh: blocks human DNA polymerase beta activity; Pol beta primer extension/strand displacement, fluorescence kinetic; hit rate 1.3% among 340,000; P06746; Potency, µM (titrated, usually from 114 µM), for the others: at the highest dose activity change, negative = inhibition, most hits filed as inhibitors; also: potency is read from the fitted curve at half-maximal effect; % is scaled to controls: 0 for no effect and ±100 for the full control effect
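Kinetic readout of DNA synthesis with strand displacement by Pol beta. Compound and 10 nM enzyme sit 15 min at room temperature; 50 nM substrate starts the reaction, read immediately and at 10 min.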
RXFP1 antag: RXFP1 (human) relaxin receptor antagonism; Q9HBX9; HEK293-RXFP1, relaxin-stimulated cAMP HTRF, 30 min; hits give low values; activity change, negative = inhibition, % at 57.5 µM; hit rate 0.59% among 350,000;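 active = activity change of -60% or lower, but not beyond a set lower limit; inconclusive = change between -60% and -40%, or beyond the set limit; inactive = change above -40%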; also: % is scaled to controls: 0 for no effect and ±100 for the full control effect
* marks the source's active call; other numbers are inactive results; i = inactive; ? = inconclusive; . = no result given; [ ] = another dose, or the depositor's remark. Unless noted, calls follow the shape of the dose curve; as a rule, active = well fitted curve in the direction sought with a large enough effect; inconclusive = small, poorly fitted or top-dose-only effect, or another doubt; inactive = no such curve, though single readings can be large; an effect the other way counts as inactive or inconclusive.

Pol eta inh	Pol kappa inh	BLM helicase inh	Apoferritin bind	APE1 inh	Pol iota inh	PGK inhibitor	SMILES	POLB inh	RXFP1 antag
-16.4%	1.0%	-1.0%	-11.9%	44.6%	-6.6%	i	COc1cccc(N2CCN(c3ccc4nnc(CCC(=O)Nc5ccccc5OC)n4n3)CC2)c1	1.4%	-1.2
-0.4%	-3.7%	1.4%	-15.5%	-2.1%	11.0%	-17.4%	c1ccc(-c2noc(-c3ccc4c(c3)OCO4)n2)cc1	30.6%	5.0
3.5%	-3.5%	-5.2%	-8.9%	1.7%	31.3%[activator]	.	CCC(C)NS(=O)(=O)c1ccc(OCC(=O)N2CCC(C)CC2)cc1 (stereo not given)	4.4%	17.4
-8.6%	-10.6%	-19.9%	1.2%	-18.5%	-3.3%	i	CC(C)C[C@H](NC(=O)c1nc[nH]c1C(=O)NCC(=O)OCc1ccccc1)C(=O)OCc1ccccc1	2.1%	.
2.7%	-1.5%	3.2%	7.3%	1.1%	-3.2%	-2.3%	CSCCC(N=C(NS(=O)(=O)c1ccc(C)cc1)c1ccccc1)C(=O)O (stereo not given)	25.7%	-8.2
-16.2%	0.3%	-9.5%	-21.1%	12.0%	108.5%[activator]	-5.0%	COc1ccc(C2CC(c3ccc(Cl)cc3)=NN2C(C)=O)cc1 (stereo not given)	10.7%	?
-4.5%	3.0%	-7.3%	-18.7%	0.5%	-3.0%	-13.9%	COc1ccccc1-c1nc(C(N)=O)c2[nH]c(=O)n(-c3cccc(C)c3)c2n1	38.5%	-21.6
-4.6%	-1.0%	-2.8%	-5.1%	19.4%	26.4%	4.8%	O=C(NC1CCCC1)C1CCCN(C(=O)Nc2ccccc2)C1 (stereo not given)	89.0%	5.7
-5.1%	0.0%	-2.2%	-7.0%	-5.4%	17.0%	-2.8%	COc1cc(CSc2ncn[nH]2)c(OC)cc1CSc1ncn[nH]1	?	4.6
-4.7%	-10.1%	-4.6%	5.5%	1.9%	21.3%	-6.1%	COc1ccc(N(CC(O)CN2C(=O)NC(C)(C)C2=O)S(=O)(=O)c2ccc(C)cc2)cc1 (stereo not given)	1.0%	-1.2
-16.1%	-4.9%	-5.1%	0.8%	26.5%	37.2%[activator]	3.5%	O=C(Nc1cc2c(cc1C(=O)O)OCCCO2)c1ccc(C(F)(F)F)cc1	18.3%	-23.2
-0.4%	-18.6%	-4.1%	49.5%[activator]	-6.7%	1.6%	-9.4%	CCCCS/C(N)=N/N=C/c1ccccc1O	-8.3%	5.6
10.1%	0.6%	-4.4%	4.9%	50.6%[activator]	16.7%	-3.0%	CC(C)CCC(C)NC(=O)C1CCN(S(=O)(=O)/C=C/c2ccccc2)CC1 (stereo not given)	-5.0%	2.2
9.0%	-17.6%	-15.0%	-15.0%	-9.4%	27.0%	1.2%	O=C(/C=C/c1ccco1)NCCc1ccccc1	13.5%	-4.5
-13.6%	1.8%	0.4%	-3.3%	-0.9%	-11.3%	i	COc1cccc(OC)c1OCC(O)CN1CCN(c2ccccc2)CC1 (stereo not given)	25.7%	-8.4
-14.5%	-8.7%[60.1 µM]	-0.9%	-3.1%	.	8.2%	0.8%	CCc1ccc(Cn2c(CNS(=O)(=O)c3ccc(F)c(Cl)c3)nc3cccnc32)cc1	-3.1%	5.7
-12.7%	2.2%	-3.1%	2.5%	-7.8%	9.6%	3.3%	CCOc1ccc(NC(=O)c2cc(OC)nc3ccccc23)cc1	57.9%	-14.2
-14.3%	-14.9%[60.1 µM]	-0.5%	-4.6%	.	21.3%	i	COc1ccc(-c2nc3scc(CCNS(=O)(=O)c4ccc5c(c4)OCCO5)n3n2)cc1	3.2%	?
-13.3%	-2.1%	0.7%	-7.4%	34.2%	17.4%	-9.8%	COc1cccc(CN2CC(C(=O)NCCc3ccc(C)o3)CCC2=O)c1 (stereo not given)	-2.5%	5.1
-14.1%	-9.6%	2.9%	4.0%	.	-9.6%	-8.8%	O=C(Nc1ccc(Cl)cc1)c1cc2c(-c3ccccc3)nn(-c3ccccc3)c2s1	11.4%	.

3 compounds from above with just Pol kappa inh, RXFP1 antag and POLB inh.
SMILES | Pol kappa inh | RXFP1 antag | POLB inh
O=C(Nc1cc2c(cc1C(=O)O)OCCCO2)c1ccc(C(F)(F)F)cc1 | -4.9% | -23.2 | 18.3%
CCCCS/C(N)=N/N=C/c1ccccc1O | -18.6% | 5.6 | -8.3%
CC(C)CCC(C)NC(=O)C1CCN(S(=O)(=O)/C=C/c2ccccc2)CC1 (stereo not given) | 0.6% | 2.2 | -5.0%

Carrying on:
Pol eta inh	Pol kappa inh	BLM helicase inh	Apoferritin bind	APE1 inh	Pol iota inh	PGK inhibitor	SMILES	POLB inh	RXFP1 antag
9.6%	-10.6%	-1.8%	-20.1%	-0.9%	-13.2%	-7.8%	O=C(COc1ccccc1)N/N=C/c1cc2c(cc1[N+](=O)[O-])OCO2	4.8%	-3.1
2.5%	-1.8%	.	.	15.5%	78.7%[activator]	-11.6%	Cc1ccc(CNC(=O)COC(=O)C2CCC2)cc1	.	-10.5
-22.4%	0.0%	1.2%	0.3%	-9.4%	-14.9%	-3.8%	Cc1ccc(NC2CCCN(C(=O)c3cnc4ccccn4c3=O)C2)cc1C (stereo not given)	-1.5%	-1.7
4.9%	3.5%	-3.7%	-5.9%	.	5.7%	-3.4%	O=C(Cn1ncc2ccsc2c1=O)N1CCN(c2ccc(F)cc2)CC1	50.0%	.
-3.3%	-9.7%	-1.7%	-10.8%	1.9%	13.2%	10.4%	CCOc1ccc(NC(C)C(=O)N/N=C/c2cccs2)cc1 (stereo not given)	-1.7%	3.3
-14.2%	-8.9%	-8.1%	-1.7%	31.8%	131.3%[activator]	3.0%	COc1ccc(CN2CCN(Cc3cccc(Oc4ccccc4)c3)CC2)c(OC)c1OC	-32.1%	-25.5
-29.0%	-16.6%	-7.8%	-10.1%	-2.2%	?	5.2%	Cc1oc2c(c1C(=O)O)C(=O)c1ccccc1C2=O	3.2%	.
-11.0%	-11.7%	-2.1%	-13.2%	.	-2.2%	-4.8%	C=C(C)Cn1c(SCC(=O)Nc2cc(C)ccc2C)nc2sc3c(c2c1=O)CCCC3	-8.2%	-8.9
-18.3%	-7.8%	-3.1%	-13.0%	0.5%	48.2%[activator]	2.7%	O=C(COC(=O)CNC(=O)c1ccc(Br)o1)Nc1ccccc1OC(F)F	0.5%	5.5
-13.6%	-14.8%[60.1 µM]	-4.0%	11.7%	.	1.0%	3.6%	CC(=O)c1ccc(N2CCN(c3ncnc4c3c(-c3ccccc3)cn4-c3cccc(C)c3)CC2)cc1	4.9%	15.6
-14.6%	-5.5%	1.0%	-6.5%	.	9.7%	i	CCCCn1c(SCC(=O)c2ccccc2)nc2sc3c(c2c1=O)CCCC3	0.4%	4.6
-10.6%	-7.5%	-8.0%	-14.4%	-8.1%	-1.3%	0.5%	Cc1c(C=O)c2cc(OCc3ccccc3)ccc2n1C	0.1%	-21.7
1.0%	-20.1%	-3.8%	?	-4.7%	?	-9.2%	N#Cc1nc(COc2cccc(Cl)c2)oc1NCc1ccncc1	-1.8%	2.1
5.2%	1.7%	-0.7%	13.5%	-0.5%	10.7%	i	OCCCNc1ncnc2sc3c(c12)CCN(Cc1ccccc1)C3	3.0%	5.8
-2.8%	3.4%	.	.	0.9%	?	-5.3%	CCCN(CC(=O)Nc1ccccc1C)C(=O)/C=C/c1ccc(OCC)c(OC)c1	.	-4.7
-9.7%	-19.3%	-0.1%	4.0%	-4.0%	15.7%	-2.6%	Cc1occc1-c1nnc(SCC(=O)c2ccc(Cl)cc2)n1C	10.1%	4.8
-6.6%	-11.6%[60.1 µM]	-5.5%	-15.2%	.	-15.1%	-5.7%	O=C(COC(=O)C(Cc1c[nH]c2ccccc12)NC(=O)c1ccc(Cl)cc1)c1ccc(Cl)cc1 (stereo not given)	-28.5%	-30.3
-17.1%	-5.8%	-4.0%	?	.	48.6%[activator]	-9.5%	CC1CCC(NC(=O)c2ccc(CS(=O)(=O)c3c(Cl)cccc3Cl)o2)CC1 (stereo not given)	-6.3%	.
-1.1%	3.0%	.	.	-7.0%	9.0%	-1.1%	Cc1ccc2nc(NC(=O)COC(=O)c3cccnc3)sc2c1	.	-3.3
.	-10.5%	-5.7%	-6.7%	.	?	.	O=C(NCc1ccccc1)c1ccc2c(c1)N(Cc1ccccc1)C(=O)c1ccccc1S2(=O)=O	?	1.1

Remaining list, next part
Pol eta inh	Pol kappa inh	BLM helicase inh	Apoferritin bind	APE1 inh	Pol iota inh	PGK inhibitor	SMILES	POLB inh	RXFP1 antag
-13.2%	-27.1%	0.0%	1.0%	.	7.3%	-3.5%	Cc1nc2ccn(Cc3ccccc3)c(=O)c2cc1C(=O)Nc1ccc(F)cc1Cl	2.4%	.
-4.5%	-26.0%	-6.9%	-16.1%	-9.8%	79.3%[activator]	-6.9%	Cc1ccc(NC(=S)NC(=O)c2ccc(F)cc2)cc1S(=O)(=O)Nc1ccccc1Cl	11.9%	-11.1
.	-1.2%	-7.3%	?	.	23.4%	.	Cc1ccc(CN2C(=O)C(O)(CC(=O)c3ccc(C)cc3)c3ccccc32)cc1 (stereo not given)	-13.0%	-7.9
-4.5%	?	-15.0%	397.5%[activator]	.	79.4µM*	2.1%	CCc1ccc(CNC(=O)c2cc3c(s2)-c2ccccc2OC3)cc1	50.1µM*	.
-3.5%	-4.3%	-6.3%	51.8%[activator]	.	-11.1%	-8.8%	CCC(C)OC(=O)/C(C#N)=C/c1ccc(-c2ccc(Br)cc2)o1 (stereo not given)	0.2%	-0.8
-3.8%	-14.2%	-6.2%	-0.1%	1.1%	50.9%[activator]	-1.5%	N=c1oc2ccccc2cc1-c1nc(-c2ccc(Cl)cc2)cs1	1.7%	1.5
3.6%	-11.7%[60.1 µM]	-5.4%	0.2%	.	15.2%	i	COc1ccccc1-c1c(C)nn2c(N3CCN(c4ccccc4)CC3)cc(C)nc12	-1.0%	-8.5
-7.2%	-9.8%	-5.3%	-20.0%	-1.9%	38.1%[activator]	10.3%	CCn1cc(C(=O)OCC(=O)c2ccc(Cl)cc2)c(=O)c2ccc(C)nc21	?	-26.6

Screens (PubChem BioAssay)

Not all compounds are listed; count on the stated rates, not on these rows.
